ER stress rescue: protection against thapsigargin-triggered cell killing – 384-well, CSM14.1, ATP luminescence, primary screen (AID 1222). CSM14.1 thapsigargin-induced death rescue, ATP luminescence; higher % means a stronger effect. cellular ATP content (survival), % at 20 µM; hits with a dose series show EC50 in µM. 190,000 tested, under 10 active;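 active = EC50 below 50 µM in the dose-response confirmation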;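 note: death triggered by thapsigargin at about 15 µM added after 2 h compound pretreatment; cell ATP read after overnight thapsigargin exposure of roughly 18 to 22 hours; normalized against plate controls of thapsigargin alone and 5% DMSO vehicle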
TNAP activators: stimulation of alkaline phosphatase TNAP activity – biochemical, luminescent, no phosphate acceptor, uHTS, primary screen (AID 1001); activation fold at 20 µM; hits with a dose series show EC50 in µM; actives 0.03% (n = 200,000); purified TNAP, luminescent activation assay, no phosphate acceptor; higher activation fold means a stronger effect; in the data active = activation fold from about 3, or a potency from the dose series; inactive = the rest, 99 in 100 with activation fold below about 1.6; note: many of its hits are not listed in these tables
GPR55 activation: GPR55 agonists via beta-arrestin recruitment, primary screen, imaging, U2OS cells, beta-arrestin-GFP redistribution (AID 1961). U2OS GPR55 beta-arrestin-GFP redistribution imaging; higher % means a stronger effect. one-dose activation, % at 10 µM; EC50 in µM for titrated hits. actives 0.048% (n = 290,000);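 active = activation above 40% with more than 50 cells counted in the well; inconclusive = wells holding fewer than 50 cells, flagged as toxic or sparse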;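 note: U2OS osteosarcoma cells stably expressing GPR55 and beta-arrestin-GFP; plate controls were DMSO negative control for no effect and LPI positive control for full effect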
NOD1 inhibition: inhibition of NOD1-driven NF-kB reporter – cell-based, luminescence, uHTS, primary screen (AID 1578); NOD1-driven NF-kB luciferase reporter cells, luminescence; higher % means a stronger effect; inhibition, % at 4 µM; hits with a dose series show EC50 in µM; actives 1% (n = 290,000); in the data active = inhibition mostly above about 36%, no sharp cut-off; inactive = mostly below about 34%;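 note: HEK-293T reporter cells stimulated with the NOD1 agonist gamma-tri-DAP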
NTR1 ag: agonists of NTR1, primary screen, imaging, U2OS cells, beta-arrestin-GFP, high content (AID 493036); activation, % at 20 µM; NTR1-U2OS beta-arrestin-GFP spot imaging, agonist mode; actives 0.17% (n = 330,000); P30989;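 active = activation at or above 40% of the spot to cytoplasm intensity ratio, with at least 20 cells analyzed; inconclusive = wells under 20 cells, flagged as cytotoxic or low count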;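 note: 0% = DMSO without peptide and 100% = 100 nM NTR1 peptide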
Target sequence (P30989 whole entry, looked up): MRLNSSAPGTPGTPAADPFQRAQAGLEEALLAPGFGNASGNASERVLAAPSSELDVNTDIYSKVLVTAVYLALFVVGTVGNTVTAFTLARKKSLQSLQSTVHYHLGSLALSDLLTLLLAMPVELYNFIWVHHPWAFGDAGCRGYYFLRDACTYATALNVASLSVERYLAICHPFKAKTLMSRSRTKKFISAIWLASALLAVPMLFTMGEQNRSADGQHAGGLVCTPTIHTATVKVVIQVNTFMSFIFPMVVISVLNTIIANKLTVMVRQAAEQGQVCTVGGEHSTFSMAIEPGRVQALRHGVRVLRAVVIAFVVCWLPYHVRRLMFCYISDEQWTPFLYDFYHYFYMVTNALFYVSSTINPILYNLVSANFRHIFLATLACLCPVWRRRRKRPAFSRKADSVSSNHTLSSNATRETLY
KOR beta-arrestin-1: kappa opioid receptor activators – cell-based, luminescence, uHTS, primary screen (AID 1777) | actives 0.02% (n = 280,000) | activation, % at 10 µM, or EC50 in µM where a hit was titrated | KOR beta-arrestin recruitment, luminescence; higher % means a stronger effect; in the data active = activation above about 50%, passing the limit was not always enough; note: a part of the inactive calls stands beside numbers as strong as those of hits
Yfh1-off respiration: enhancers of respiration in Yfh1-depleted yeast, dose response, Friedreich's ataxia, plus single-dose screen (AID 1465); one-dose fold induction at 50 µM; EC50 in µM for titrated hits; S. cerevisiae Yfh1-off respiration, WST-1 reduction, 72 h; higher fold induction means a stronger effect; actives 0.074% (n = 220,000);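 active = fold induction of absorbance versus untreated yeast above a set limit, then at least 30% activation at any dose in follow-up; inconclusive = repeats straddling the limit, or above it without dose testing; inactive = fold induction below the set limit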;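 note: activators that raise dye reduction in frataxin-depleted yeast; strong numbers were not always called active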
KOR beta-arrestin-2: KOR antagonists, beta-arrestin recruitment, cell-based, luminescence, uHTS (AID 1778). KOR beta-arrestin recruitment, luminescence, antagonist mode; higher % means a stronger effect. inhibition, % at 10 µM, or IC50 in µM where a hit was titrated. actives 0.091% (n = 290,000); note: strong numbers were not always called active
NOD2 inhibition: inhibition of NOD2-driven NF-kB reporter – cell-based, luminescence, uHTS, HEK293 (AID 1566) | HEK293 NOD2/NF-kB luciferase reporter, luminescence; higher % means a stronger effect | inhibition, % at 4 µM, or EC50 in µM where a hit was titrated | actives 0.63% (n = 290,000); note: many of its hits are not listed in these tables
NTR1 ag cell count 20 µM: second read-out of NTR1 ag, no call of its own (marks repeat the call); cell count; measured here: cell count, cytotoxicity flag
Numbers without * were called inactive; i = inactive; ? = inconclusive; / = no result given; [ ] = remark or other dose. Cut-off read from the data, not from the text of the source, unless noted: active = inhibition above about 50%; inactive = the rest.

Structure	ER stress rescue	TNAP activators	GPR55 activation	NOD1 inhibition	NTR1 ag	NTR1 ag cell count 20 µM	KOR beta-arrestin-1	Yfh1-off respiration	KOR beta-arrestin-2	NOD2 inhibition
Clc1ccc(OCc2nc(-c3ccncc3)no2)c(Br)c1	/	0.9	-0.1%	-35%	7.5	59	-1.4%	/	-10%	-96%
O=C(N[C@@H](Cc1ccccc1)C(=O)NC1CCCCCC1)c1ccco1	-0.8%	1.1	0.0%	5%	-1.9	88	11%	i	-37%	-1%
O=C(N/N=C/c1cccs1)C(=O)Nc1cccc(Cl)c1	-0.8%	1.3	0.2%	-40%	0.0	72	-7.1%	i	-6%	5%
O=C(CSc1nnc2c(n1)[nH]c1ccccc12)Nc1ccc2c(c1)OCO2	-1.3%	1	-0.1%	-7%	-0.9	64	0.2%	i	-7%	10%
Cn1c(=O)c2c(nc(CN3CCc4ccccc4C3)n2Cc2cccc(Cl)c2)n(C)c1=O	-2.0%	1.1	-0.1%	-19%	16	57	-2.0%	i	-36%	-4%
CN1CC2([N+](=O)[O-])CC=C(OCCO)C([N+](=O)[O-])(C1)C2 (configuration not stated)	-1.1%	1	0.6%	-37%	0.0	50	-1.3%	i	-11%	1%
O=C1Nc2ccc(Br)cc2C1(O)Cc1ccccn1 (configuration not stated)	2.3%	1.1	0.0%	-12%	-0.7	48	-4.5%	i	8%	8%
Cc1nn(Cc2c(Cl)cccc2Cl)c(C)c1NC(=O)c1cc(C(C)C)on1	0.4%	1.1	-0.2%	-17%	-1.5	85	-5.6%	i	29%	-27%
Cc1nnc(SCC(=O)Nc2ccc3c4c(cccc24)CC3)n1C	-2.9%	1.1	-0.2%	-5%	0.8	47	-1.5%	i	6%	8%
COc1cccc(/C=N/NC(=O)c2ccc3nc[nH]c3c2)c1	/	/	0.7%	11%	-1.2	52	2.0%	i	16%	16%
O=C(O)c1cccc(NC(=O)C2C3C=CC(C3)C2C(=O)O)c1 (configuration not stated)	-0.3%	0.9	0.2%	-3%	-0.2	26	0.6%	i	38%	10%
O=C(O)c1ccccc1-c1ccccc1C(=O)NCc1ccccc1F	/	/	-0.1%	-22%	-0.2	68	5.3%	/	8%[20 µM]	12%
Cc1ccc(C(=O)C(C)Sc2nnc(N)s2)cc1 (configuration not stated)	-0.4%	1.2	-0.2%	-32%	-0.1	55	-1.7%	i	0%	-1%
CNc1c(NS(=O)(=O)c2ccc(OC)c(Cl)c2)c(=O)oc2ccccc12	/	/	-0.2%	-5%	1.5	64	-2.7%	/	-7%	42%
Cc1cc(C(=O)OCC(=O)Nc2c(F)cccc2F)c(C)n1-c1ccccc1	0.5%	1.2	0.2%	6%	-0.1	39	-0.6%	i	-55%[20 µM]	-23%
COc1cc(/C=N/NC(=O)Cc2ccccc2)cc([N+](=O)[O-])c1O	/	/	0.8%	1%	0.7	65	-3.7%	/	-19%[20 µM]	-1%
CC1(C)CC(=O)C(C(O)c2ccc([N+](=O)[O-])cc2)C(C)(C)N1 (configuration not stated)	/	/	0.3%	-11%	0.0	94	-1.6%	/	-16%	-14%
Cc1cc(C)n2c(=S)[nH]nc2n1	-0.5%	1	-0.2%	-1%	0.2	61	0.5%	i	10%	6%
NC(=O)C1(N2CCCCC2)CCN(S(=O)(=O)c2cc(Cl)sc2Cl)CC1	/	/	0.6%	-13%	2.4	61	3.2%	i	25%	-1%
O=C(NCc1ccco1)C1CCN(S(=O)(=O)N2CCC3(CC2)OCCO3)CC1	-2.9%	1.1	0.5%	-20%	-0.3	66	-2.7%	i	12%	7%
O=C(CSc1nc(-c2ccccc2)nc2ccccc12)Nc1cccc(C(=O)O)c1	0.0%	1	-0.1%	-47%	0.7	46	-2.0%	i	-100%	17%
CC(=O)N(CC1CCCO1)c1nnc(-c2ccccn2)s1 (configuration not stated)	2.1%	1	0.1%	-36%	-4.9	86	3.2%	i	-16%	-7%
C=CCOc1c(CNc2ccc(C(=O)O)cc2)cccc1OCC	-1.1%	1.1	0.6%	-12%	0.2	70	13%	i	8%	-22%
Cc1cc(-c2csc(NCc3ccccc3)n2)c(C)n1C	-1.4%	1	0.0%	-42%	/	/	2.4%	i	3%	4%
Cc1ccc(OCc2nc(C#N)c(NCCCn3ccnc3)o2)cc1	-1.8%	1	0.0%	-37%	-0.3	68	1.4%	i	-5%	7%
C/C(NCc1ccccc1)=C(\C#N)C(=O)NCc1ccccc1	-4.5%	1.1	-0.1%	-14%	1.3	49	0.2%	i	-6%	-2%
O=C(CSCc1ccc(Cl)cc1Cl)Nc1c[nH]c(=O)[nH]c1=O	-1.2%	1.1	-0.2%	4%	0.9	87	-4.0%	i	-10%	28%
CC(C)CC(=O)Nc1ccc2c(c1)oc1ccccc12	-4.7%	1.1	0.2%	-31%	-4.1	79	2.2%	i	-8%	-112%
Cc1c(C)c(C)c(S(=O)(=O)n2[nH]c(=O)c(CCO)c2C)c(C)c1C	-0.7%	1	-0.1%	-10%	0.4	36	-2.0%	i	-19%	13%
COC(=O)C/C=N/N=C1/NC(=O)/C(=C/C(=O)O)S1	/	/	0.7%	-3%	-1.1	62	3.1%	i	13%	15%
CCNc1ccc(C(=O)OCC(=O)NC(C)c2ccccc2)cc1[N+](=O)[O-] (configuration not stated)	-0.1%	1	-0.4%	-4%	2.6	49	-5.1%	i	/	1%
O=C(O)C/C(=C\c1cc(Cl)c2c(c1)OCO2)c1nc2ccccc2s1	/	/	-0.1%	34%	0.8	36	1.8%	/	-38%	-3%
CC(CC(=O)N1CCN(c2ccccc2)CC1)c1ccccc1 (configuration not stated)	-3.2%	1.1	-0.2%	-13%	-0.3	43	-1.2%	i	/	-4%
Cn1cccc1C(=O)NC(=O)COC(=O)c1cc(S(=O)(=O)N2CCCCC2)ccc1Cl	-0.7%	1.1	0.1%	-21%	0.3	41	4.5%	i	-37%	10%
CC(=O)N1CN(C2CC(C)(C)NC(C)(C)C2)Cc2c1sc1c2CCCC1	-1.6%	1.1	-0.3%	-8%	0.1	52	11%	i	14%	-5%
O=C(CCCCn1c(=O)[nH]c2ccccc2c1=O)N1CCN(c2ncccn2)CC1	-4.1%	1.1	-0.2%	-38%	11	70	-1.4%	/	12%	4%
Cc1ccc2nc(C(F)OC(F)(F)F)[nH]c2c1 (configuration not stated)	0.9%	1.2	-0.2%	13%	2.2	77	1.5%	i	-56%	1%
O=C(NCc1cccnc1)c1cccc(S(=O)(=O)N2CCOCC2)c1	1.6%	1.1	-0.2%	-5%	2.6	101	1.9%	i	-1%	12%
Cc1ccc(/C=N/NC(=O)C(C)NC(=O)c2ccccc2)cc1 (configuration not stated)	-1.8%	1.1	-0.5%	-21%	-0.7	52	-3.8%	i	16%	12%
O=C(O)c1cc(N2C(=O)CCC2=O)ccc1Cl	/	/	-0.2%	2%	-0.7	70	-2.3%	/	4%	20%

Some of the entries so far, with each value named.
C/C(NCc1ccccc1)=C(\C#N)C(=O)NCc1ccccc1
  ER stress rescue: -4.5%
  TNAP activators: 1.1
  GPR55 activation: -0.1%
  NOD1 inhibition: -14%
  NTR1 ag: 1.3
  NTR1 ag cell count 20 µM: 49
  KOR beta-arrestin-1: 0.2%
  Yfh1-off respiration: i
  KOR beta-arrestin-2: -6%
  NOD2 inhibition: -2%
COc1cc(/C=N/NC(=O)Cc2ccccc2)cc([N+](=O)[O-])c1O
  ER stress rescue: /
  TNAP activators: /
  GPR55 activation: 0.8%
  NOD1 inhibition: 1%
  NTR1 ag: 0.7
  NTR1 ag cell count 20 µM: 65
  KOR beta-arrestin-1: -3.7%
  Yfh1-off respiration: /
  KOR beta-arrestin-2: -19%[20 µM]
  NOD2 inhibition: -1%

Later entries.
Structure	ER stress rescue	TNAP activators	GPR55 activation	NOD1 inhibition	NTR1 ag	NTR1 ag cell count 20 µM	KOR beta-arrestin-1	Yfh1-off respiration	KOR beta-arrestin-2	NOD2 inhibition
O=C(CN1CCC(c2nc3ccccc3s2)CC1)NCc1cccs1	-1.8%	1.1	-0.1%	45%	0.6	50	5.5%	i	-44%	23%
Fc1ccc(-c2cn(-c3ccccc3)c3[n+]2CCS3)cc1	/	/	0.4%	-8%	-0.6	62	-1.0%	i	-7%	10%
CCOCCCNCc1ccc(OCc2ccc(F)cc2)c(OC)c1	-2.6%	1.1	-0.2%	-22%	-0.7	43	-3.2%	i	1%	25%
Cc1nn(-c2ccccc2)c(C)c1/C=N/n1c(-c2ccc(C(C)(C)C)cc2)n[nH]c1=S	16%	0.8	-0.1%	33%	17	57	1.5%	i	3%	21%
O=C(CSc1nnnn1C1CCCC1)NCc1ccccc1	-1.0%	1	-0.1%	39%	-0.6	63	5.9%	i	-28%	-15%
O=C(NCCn1cc(SCc2ccc(F)cc2)c2ccccc21)c1ccccc1F	-0.6%	1	0.7%	-24%	4.6	50	3.7%	i	-24%	-7%
CCOC(=O)N1CCN(C(=O)CN(c2ccc(Cl)c(C(F)(F)F)c2)S(C)(=O)=O)CC1	-0.4%	1	0.2%	20%	0.0	76	4.3%	i	-39%	12%
CCc1ccccc1NC(=S)N(Cc1cccs1)C1CCCC1	-0.8%	1.1	0.1%	-7%	0.0	57	-1.1%	i	28%	11%
CSc1nc2ccccc2n1CC(=O)N1CCCCC1	-0.4%	1.1	0.0%	-8%	-1.5	56	/	i	/	-10%
CN(Cc1cn(Cc2ccccc2)nc1-c1ccc2c(c1)OCO2)Cc1nccn1C	3.8%	1	-0.1%	-20%	-1.2	37	-4.2%	i	-20%	4%
Cc1cc(C)n(-c2nc(NCC3CCCO3)c3c4c(sc3n2)COC(C)(C)C4)n1 (configuration not stated)	-4.9%	1	0.3%	-29%	2.3	56	6.2%	i	-1%	-3%
N/C(=N\OC(=O)c1ccc(Cl)cc1Cl)c1ccc(Cl)cc1	-2.8%	1.1	0.3%	-6%	0.2	41	4.1%	i	-24%	-370%
O=C(O)COc1ccc(NC(=O)c2ccco2)cc1	-0.4%	1.1	-0.1%	-18%	2.3	57	3.7%	i	-4%	-7%
O=C(CSc1ncn[nH]1)N1N=C2/C(=C/c3ccccc3)CCCC2C1c1ccccc1 (configuration not stated)	-2.4%	1.3	?	46%	11	106	3.1%	i	15%	-5%
CCn1c(=O)c2c(nc(SCC(=O)NCC3CCCO3)n2C)n(C)c1=O (configuration not stated)	-0.8%	1.2	-1.0%	5%	1.1	41	5.9%	i	-11%	9%
CCC(=O)Nc1ccc(C(=O)Nc2c[nH]c(=O)[nH]c2=O)cc1	-0.9%	1	-0.1%	-37%	2.3	31	-3.1%	i	4%	7%
O=C(CSc1nccn1-c1ccc(Cl)cc1)Nc1ccc2c(c1)OCO2	0.3%	1	0.0%	22%	0.0	71	-3.1%	i	20%	12%

The list is partial; count on the stated rates, not on these rows.
